STK33 kinase inh: human STK33 kinase inhibition; Q9BYT3; purified STK33, MBP phosphorylation, ADP-Glo luminescence; inhibition, % at 10 µM; 320,000 compounds, 0.073% hits; AID 2661;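 active = inhibition at or above 25%, using the most active replicate where run in duplicate; inactive = inhibition below 25%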
Target sequence (Q9BYT3 whole entry, looked up): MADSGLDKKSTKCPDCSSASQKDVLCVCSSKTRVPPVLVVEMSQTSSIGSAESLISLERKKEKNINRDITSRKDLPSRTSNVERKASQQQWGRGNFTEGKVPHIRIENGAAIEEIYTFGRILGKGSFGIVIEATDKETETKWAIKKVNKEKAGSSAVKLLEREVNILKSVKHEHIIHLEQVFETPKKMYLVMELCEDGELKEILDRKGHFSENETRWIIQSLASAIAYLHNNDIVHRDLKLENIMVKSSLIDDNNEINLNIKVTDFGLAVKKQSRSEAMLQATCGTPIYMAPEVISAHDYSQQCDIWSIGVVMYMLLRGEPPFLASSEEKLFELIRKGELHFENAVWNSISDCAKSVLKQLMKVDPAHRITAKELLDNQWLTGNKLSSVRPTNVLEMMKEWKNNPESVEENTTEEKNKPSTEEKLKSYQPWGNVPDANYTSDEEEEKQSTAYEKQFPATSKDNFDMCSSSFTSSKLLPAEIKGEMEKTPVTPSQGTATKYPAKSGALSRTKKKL
Kir21 block: blocks the mouse Kir2.1 inward-rectifier potassium channel | HEK293-Kir2.1, FluxOR thallium flux fluorescence; active compounds read low | B-score at 10 µM | P35561 | 310,000 compounds, 0.85% hits;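 active = fluorescence ratio B-score at or below minus 3 SD of library scores, with starting-brightness B-score within 2 SD, cut at about -4.2 in these data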;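 also: channel flux triggered by added potassium and thallium sulfate stimulus; B-score of peak minus minimum fluorescence over baseline after thallium stimulus; more negative B-score means stronger Kir2.1 block with less thallium influx; some compounds called inactive have numbers as strong as hits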
Target sequence (P35561 whole entry, looked up): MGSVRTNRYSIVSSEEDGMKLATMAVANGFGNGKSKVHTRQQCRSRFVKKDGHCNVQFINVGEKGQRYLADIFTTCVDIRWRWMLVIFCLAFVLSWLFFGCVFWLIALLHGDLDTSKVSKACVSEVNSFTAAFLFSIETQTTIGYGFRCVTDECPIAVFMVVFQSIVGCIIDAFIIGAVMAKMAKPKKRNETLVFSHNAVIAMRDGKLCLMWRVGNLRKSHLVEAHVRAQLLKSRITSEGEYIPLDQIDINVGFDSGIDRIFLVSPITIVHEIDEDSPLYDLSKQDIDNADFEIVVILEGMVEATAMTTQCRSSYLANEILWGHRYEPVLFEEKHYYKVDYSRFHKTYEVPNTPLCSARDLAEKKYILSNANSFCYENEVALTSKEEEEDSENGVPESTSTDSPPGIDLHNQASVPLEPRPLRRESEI
Active calls of the source: *; x = not tested or not shown. Rows are unselected; about 0.84% have a hit in one of these screens.

structure,STK33 kinase inh,Kir21 block
CS(=O)CSc1nc2c(cc1C#N)CCCC2 (stereo not given),-0.2,0.05
NS(=O)(=O)c1ccc(NC(=O)COC(=O)CNC(=O)C23CC4CC(CC(C4)C2)C3)cc1,-0.4,0.01
CSc1nc(Cl)cc(=O)[nH]1,-0.4,0.77
O=C(N/N=C/c1ccsc1)c1cc(-c2cccs2)nc2ccccc12,-1.4,1.6
COc1ccc2oc(C(=O)NC(C)c3ccccn3)c(C)c2c1 (stereo not given),-0.9,x
Cc1cc(C(=O)CSc2nnc(-c3ccco3)o2)c(C)n1CC1COc2ccccc2O1 (stereo not given),x,-0.01
CC1CCCCC1N1CN=C(Nc2nc3ccccc3s2)NC1 (stereo not given),0.0,0.19
CCc1cc(=O)oc2cc(C)cc(OC(C)C(=O)NCc3ccncc3)c12 (stereo not given),0.0,-0.06
O=C(Cc1ccccc1)N/N=C/c1ccc([N+](=O)[O-])s1,-0.7,0.1
Cc1ccc(S(=O)(=O)N2CCOCC2)cc1NC(=O)COC(=O)CNC(=O)c1ccc(Oc2ccccc2)cc1,-2.0,-0.8
O=C(NCc1ccccc1)C1C(=O)N(Cc2ccccc2)C(=O)C1C1(O)CCCC1 (stereo not given),0.0,0.5
O=C(CSc1nc2nc[nH]c2c(=O)[nH]1)NC1CCCCC1,0.1,0.23
Cc1nc2cc(C(F)(F)F)ccc2n1C1CCN(CC(=O)N2CCOCC2)CC1,0.2,0.58
Cc1ccc(NC(=O)COc2coc(CN3c4ccccc4CC3C)cc2=O)c(C)c1 (stereo not given),0.4,-3.2
CCOC(=O)C(Cc1cc(C(C)=O)ccc1OCC)C(=O)OCC,-1.3,-2
O=C(CN1CCN(c2ccccc2F)CC1)Nc1ccc2c(c1)CCC2,-1.7,-0.09
COc1cc(NC(=S)NC(=O)c2ccc(F)cc2)ccc1NC(=O)c1ccco1,0.9,0.08
c1coc(-c2nnc(-c3ccc4c(c3)OCO4)o2)c1,x,-1.5
O/N=C/c1ccc2ccccc2n1,2.0,-0.39
NC(=O)CN(c1ccc(Cl)cc1)S(=O)(=O)c1ccccc1,-0.5,-2.5

Continued; it opens with the 7 that closed the last part.
structure,STK33 kinase inh,Kir21 block
Cc1ccc(NC(=O)COc2coc(CN3c4ccccc4CC3C)cc2=O)c(C)c1 (stereo not given),0.4,-3.2
CCOC(=O)C(Cc1cc(C(C)=O)ccc1OCC)C(=O)OCC,-1.3,-2
O=C(CN1CCN(c2ccccc2F)CC1)Nc1ccc2c(c1)CCC2,-1.7,-0.09
COc1cc(NC(=S)NC(=O)c2ccc(F)cc2)ccc1NC(=O)c1ccco1,0.9,0.08
c1coc(-c2nnc(-c3ccc4c(c3)OCO4)o2)c1,x,-1.5
O/N=C/c1ccc2ccccc2n1,2.0,-0.39
NC(=O)CN(c1ccc(Cl)cc1)S(=O)(=O)c1ccccc1,-0.5,-2.5
Oc1ccc(Br)cc1/C=N/Nc1ncc(-c2ccccc2)cn1,-0.2,0.04
CC1CC(C)CN(C(=O)Cn2cc(C=O)c3ccccc32)C1 (stereo not given),-0.9,0.37
O=C(CSc1nc2ccccc2o1)NC1CCCC1,-0.8,-0.66
CCOC(=O)C1=C(C)N=c2sc(=C(C)C)c(=O)n2C1c1ccc(N(C)C)cc1 (stereo not given),-2.8,0.2
CSc1ncc(Cl)c(C(=O)Nc2cccc(Cl)c2)n1,0.4,1.3
CC(C)C[C@@]12C(=O)N(c3cccc(Br)c3)C(=O)N1[C@H](c1ccc(Cl)cc1)[C@@H]1C(=O)N(C3CCCCC3)C(=O)[C@@H]12,-0.6,-0.01
COCCn1c(SCC(=O)Nc2nnc(C)s2)nnc1-c1c[nH]c2ccccc12,-0.4,1.5
O=C(Nc1cccnc1)c1cccc([N+](=O)[O-])c1,-0.3,-0.11
O=C(COc1ccccc1)N1CCN(S(=O)(=O)c2cccs2)CC1,-2.6,1.2
Cn1nnc(NC(=O)CSc2nnnn2-c2ccc(F)cc2)n1,1.0,-2.3
O=C(O)c1cc(NC(=O)C2CCCO2)cc(C(=O)O)c1 (stereo not given),-1.4,-0.27
COCc1ccc(C(=O)N2CCCC(C(=O)c3ccc(Cl)cc3C)C2)o1 (stereo not given),0.1,-3.1
Cc1cc(NC(=O)c2ccccc2-c2ccccc2C(=O)O)no1,0.3,0.19
COC(=O)CN1C(=O)[C@H]2[C@@H](c3ccc(C)o3)N3C(=O)CN(Cc4ccc(-c5ccccc5)cc4)C(=O)[C@@]3(C)[C@H]2C1=O,0.2,0.02
C/C(=C\C(=O)c1ccc(C)o1)Nc1ccc(C(=O)O)cc1C,0.2,x
CCOC(=O)C1CCN(C(=O)C2CCC(=O)N(CC3CCCCC3)C2)CC1 (stereo not given),2.1,0.05
CCOC(=O)C(C)(C)N(Cc1ccc(C)cc1)S(=O)(=O)c1ccc(Cl)c([N+](=O)[O-])c1,-1.8,2
O=C(Cn1nnc2ccccc21)c1ccc(Br)cc1,-0.3,2.6
Cc1cc(NC(=O)COc2ccc3ccccc3c2Br)no1,-4.0,x
Oc1sc(C=Nc2ccc(F)cc2)c2ccccc12,2.5,0.03

3 entries from above, arranged by the number in Kir21 block, falling:
structure,STK33 kinase inh,Kir21 block
CC1CC(C)CN(C(=O)Cn2cc(C=O)c3ccccc32)C1 (stereo not given),-0.9,0.37
Oc1sc(C=Nc2ccc(F)cc2)c2ccccc12,2.5,0.03
COC(=O)CN1C(=O)[C@H]2[C@@H](c3ccc(C)o3)N3C(=O)CN(Cc4ccc(-c5ccccc5)cc4)C(=O)[C@@]3(C)[C@H]2C1=O,0.2,0.02

More entries follow:
structure,STK33 kinase inh,Kir21 block
Cc1onc(-c2ccccc2)c1-c1csc(N/N=C/c2ccccc2)n1,-0.9,0.74
COc1cccc(OC)c1C(=O)NC(=S)Nc1ccc(S(=O)(=O)Nc2nccs2)cc1,-1.8,1.1
CNC(=O)c1ccccc1NC(=O)c1cccc(S(=O)(=O)N2CCC(C)CC2)c1,9.6,-0.19
O=C(CCc1nc2ccccc2s1)Nc1ccccc1,0.2,0.38
CC(C)c1ccc(NC2CCCN(C(=O)c3cc(C(C)C)nc(N)n3)C2)cc1 (stereo not given),-3.9,-0.17
CCC(C)[C@H](NS(=O)(=O)c1ccc(C)cc1)C(=O)N1CCC(C(=O)N2CCC(C(N)=O)CC2)CC1 (stereo not given in full),-0.2,0.78
O=C(Nc1ccccc1NC(=O)C1CCCO1)c1ccco1 (stereo not given),-0.1,-1.3
CC1=CC(c2ccccc2)n2ncnc2N1 (stereo not given),0.4,1.3
CC(=O)NCc1ccc(-c2csc(NC(=O)CCCc3nc4ccccc4c(=O)[nH]3)n2)cc1,-0.6,x
CC1(C)CC(=O)C2=C(C1)NC1=C(C(=O)c3ccccc31)C2c1cccnc1 (stereo not given),-1.7,-1.3
CCN(CC)CC(O)COc1ccc2c(c1)OCO2 (stereo not given),-0.5,-0.38
CCN(CC)c1ccc(/C=N/NC(=O)c2cc3ccccc3[nH]2)cc1,-1.6,-2
Cc1ccc(S(=O)(=O)NC(=O)COc2ccccc2C)cc1,-2.0,x
O=C(CCS(=O)(=O)c1ccccc1)N1CCCc2ccccc21,0.2,-1.3
Cc1cc(=O)oc2c(C)c(OC(C)C(=O)NC3CCN(Cc4ccccc4)CC3)ccc12 (stereo not given),0.7,-0.81
S=C(NCCc1c[nH]c2ccccc12)NC1CCCCC1,-1.0,-2.6
CCOc1ccc2c(C)cc(=O)oc2c1OCC,1.2,1.1
Nc1c(C(=O)CSc2nnc(-c3ccccc3F)o2)c(=O)[nH]c(=O)n1C1CC1,-1.6,x
CCC(C)NC(=O)CSc1nc2cc(S(=O)(=O)N3CCOCC3)ccc2n1CC (stereo not given),-4.7,-2.6
Cc1ccc(-c2cc(-c3n[nH]c(=S)o3)c3ccccc3n2)cc1,1.2,0.07

Continuation.
structure	STK33 kinase inh	Kir21 block
CCN1C(=O)CC(N2CCC(Nc3ccc(OC)cc3)CC2)C1=O (stereo not given)	-1.0	x
Cc1ccc(NC(=O)CSc2ncc(S(=O)(=O)c3ccccc3)c(=O)[nH]2)cc1C	-1.9	1.1
CCOc1cccc(-c2nnc3sc(COc4ccc(C)cc4)nn23)c1	-2.6	2.4
Cc1nc2ccccc2n1CCc1nc2c3ccccc3nc(SCC(=O)NCc3ccco3)n2n1	-1.6	-2.2
CN(C)C1=NCCN1CCCCc1ccccc1	-0.1	x
CS(=O)(=O)N1CCN(C(=O)C2c3ccccc3Oc3ccccc32)CC1	-1.0	-0.57
CNc1nc(-c2ccc3c(c2)CCN3C(=O)c2cccc(F)c2)cs1	-0.5	0.01
O=C(NCC(c1ccco1)N1CCCC1)c1ccc(Cl)cc1 (stereo not given)	-0.9	-0.78
COc1ccccc1CNC(=O)COc1ccccc1OC	-0.5	-0.56
CCN(c1ccc(OC)cc1)S(=O)(=O)c1cc(-c2cc(C)no2)ccc1C(C)C	1.7	-0.08
Cc1ccc2oc(C(=O)NC3CCS(=O)(=O)C3)cc(=O)c2c1 (stereo not given)	-0.9	0.1
O=C(CCCN1C(=O)/C(=C/c2cccs2)SC1=S)Nc1cccc(O)c1	-0.6	0.01
COc1ccc(CC(=O)Nc2nc3ccccc3s2)cc1S(=O)(=O)N1CCOCC1	1.9	-0.75
CCc1nnc(NC(=O)CSc2nnc(-c3c[nH]c4ccccc34)n2CC)s1	2.3	-0.09
CCCCN(C)c1nc(-c2ccco2)c2c(c1C#N)CC(C)(C)OC2	-1.2	0.34
COc1cc(/C=C(/C#N)c2ccc(C)cc2)ccc1Oc1ccc([N+](=O)[O-])cn1	0.3	-0.07
O=C(NNS(=O)(=O)c1ccc(Br)cc1)c1cccs1	-0.1	1
Cc1cccc([C@H](NC(=O)OC(C)(C)C)C(=O)OC(C)(C)C)c1	-0.1	x
CCCC(C)C(=O)Nc1ccc(C(N)=O)cc1 (stereo not given)	-3.8	0.26
COc1ccc(C(=O)C2CCCN(Cc3cn(C)nc3-c3ccccc3)C2)cc1F (stereo not given)	-2.1	0.27
COc1cc(N/C(N)=N/c2nc(C)cc(C)n2)c(OC)cc1Cl	-0.1	-1.4
CCN(CC)S(=O)(=O)c1ccc(N2CCOCC2)c(NC(=O)COc2ccccc2)c1	-1.2	0.95
Cc1ccc(S(=O)(=O)N(C)c2ccc(C(=O)O)cc2)cc1	0.2	2.2
COc1ccc(-n2c(=O)c3ccccc3c3ccccc3c2=O)cc1	-0.2	0.24
Cc1ccc(C(=O)Nc2ccc(N3CCN(C)CC3)cc2)cc1	-3.0	0.06
O=C(O)c1cc2n(n1)C(C(F)(F)F)CC(C1CC1)N2 (stereo not given)	-1.3	0.48
O=C(COC(=O)CCSc1ccc(Cl)cc1)NCc1ccco1	-1.5	-2
CCOc1ccc(NC(=O)CCC(=O)N/N=C2\CCCc3ccccc32)cc1	0.6	-0.79
CN1CCN(C(=O)C2=C[C@H](c3ccc4c(c3)OCO4)C[C@H](OCc3ccc(CO)cc3)O2)CC1	1.5	-0.22
Oc1ccc(Br)cc1/C=N/N1CCCCC1	-1.6	1.4
COc1cc(C(=O)O)cc(NC(=O)c2cccs2)c1OC	2.2	-0.81
COC(=O)c1ccc(CSc2nnc(NC(=O)C3CC(=O)N(Cc4ccc(C)cc4)C3)s2)cc1 (stereo not given)	1.0	0
COc1ccc(OC)c(NC(=O)C(CCSC)NS(=O)(=O)c2cccs2)c1 (stereo not given)	-0.4	0.68
COc1ccccc1N1CCN(Cc2cc3c(cc2Br)OCCO3)CC1	-1.5	-1.1
CC(O)CN1CCN(C(=O)CN2C(=O)NC(c3ccccc3)(c3ccccc3)C2=O)CC1 (stereo not given)	-0.8	2.1
C=CCn1c(SCC(=O)NCC2CCCO2)nc2scc(-c3ccc(OC)cc3)c2c1=O (stereo not given)	-0.4	-1.7
CCCN(CC(=O)Nc1cc(C)on1)CC(=O)Nc1ccc(F)c(F)c1F	-1.2	x
O=C(/C=C/c1ccco1)N(Cc1cccc(Cl)c1)C1CCS(=O)(=O)C1 (stereo not given)	-0.7	-0.75
CC(C)(O)[C@@H]1Cc2c(ccc3ccc(=O)oc23)O1	-0.9	-1.7
CCCCOc1ccc(C(=O)Nc2ccc(CN3CCOCC3)cc2)cc1	-17	-1
COc1ccc(N2CCN(C(c3cccs3)C(C)NC(=O)C(=O)N3CCCC3)CC2)cc1 (stereo not given)	-0.7	-1.8
N=c1sccn1CC(=O)Nc1ccccc1Sc1ccccc1	-0.2	-4.8*
Cc1[nH]c(=O)[nH]c(=O)c1S(=O)(=O)N1CCCC(C(=O)N2CCN(c3ccccc3Cl)CC2)C1 (stereo not given)	-1.0	0.08
Cc1cc(C)c2c(n1)SCC(=O)N2CC(=O)Nc1ccc(F)cc1	x	0.42
COc1cc(-c2csc(N3CCOCC3)n2)cc(OC)c1OC	0.3	0.45
COCCNC(=O)c1ccc2c(c1)S(=O)(=O)c1cc(Cl)ccc1C2=O	-0.1	x
CCc1noc(C)c1C(=O)N1CCN(S(=O)(=O)c2c(C)cc(C)cc2C)CC1	-1.6	x
Cc1onc(-c2ccccc2)c1C(=O)N1CCN(C/C=C/c2ccccc2)CC1	-0.2	0.87
Cc1nc2c(ccc3c2ccc2nc(C)sc23)s1	0.9	-1.4
C=CCOc1ccc(C2NC(=S)NC(c3ccccc3)=C2C(C)=O)cc1OC (stereo not given)	-2.0	2.4
CSCC[C@H](NC(=O)OC(C)(C)C)c1nnc(SCC(=O)N(C)C)o1	0.1	1.3
CC(C)C[C@H](N)c1cn([C@@H](Cc2ccc(O)cc2)C(=O)N2CCNCC2)nn1	0.3	0.35

Screening results from PubChem.
